SKN-1 inh: blocks SKN-1 activity in C. elegans. C. elegans VP596 Pgst-4::GFP/RFP ratio, acrylamide-induced, 24 h. inhibition, % at 21.8 µM. 0.49% of 360,000 active. AID 624304;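 active means interference check ratio from 0.5 to 1.5 plus GFP to RFP signal ratio inhibition reaching or exceeding a fixed threshold, cut at about 30% in these data, passing the limit was not always enough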; further: some compounds called inactive have numbers as strong as hits
SUMO1-SIM PPI: alters human SUMO1 binding to SIM partners. SUMO1 binding to a labelled peptide, TR-FRET, 1 h. inhibition, % at 20 µM. P63165. 0.33% of 360,000 active; in the data active means inhibition above about 37%
NadD block: NadD (S. aureus) enzyme inhibition. purified NadD enzyme, colorimetric absorbance read-out. inhibition, % at 20 µM. 0.78% of 360,000 active. AID 602399; in the data active means inhibition above about 26%; further: some compounds past the cut are filed as inactive
Tb MetRS inh: blocks T. brucei methionyl-tRNA synthetase activity | purified T. brucei MetRS, ATP depletion, Kinase-Glo luminescence | inhibition, % at 11.9 µM | 0.4% of 360,000 active;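 active means inhibition above a per-plate cutoff of the control wells' mean inhibition plus 3 SD, cut at about 5.5% in these data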;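 further: 0% = DMSO wells median and 100% = median of wells with control inhibitor compound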
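Dosing: 11.9 µM single point; system: parasite MetRS enzyme; technique: luminescence of leftover ATP; times: 15 min enzyme-compound preincubation, 2 h reaction, 10 min detection, 25 °C; replicates: each compound tested once; read-out basis: percent inhibition relative to median high and low control wells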
Scp1 inh: Scp-1 (human) phosphatase inhibition | Q9GZU7 | 0.88% of 340,000 active | Recombinant Scp1, phosphopeptide, malachite green phosphate absorbance | inhibition, % at 20 µM;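 active means inhibition above about 50% at 20 µM, limit read from the data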;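 further: plate controls were DMSO wells with enzyme for no effect and wells lacking enzyme for full effect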
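Test system: SCP-1 phosphatase catalytic domain, residues 76-261 | Compound dosing: One concentration, 20 µM, with 1.0% DMSO | Schedule: 45 min room-temperature reaction, 5 min colour, 30 min stabiliser | Detection: Absorbance at 630 nm | Read-out basis: % inhibition of SCP-1 phosphate liberation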
LMPTP inh: blocks human LMPTP phosphatase; P24666; recombinant LMPTP-A, OMFP fluorogenic substrate, fluorescence intensity; inhibition, % at 20 µM; 0.22% of 360,000 active; AID 651560;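 active means compounds that cut the enzyme signal by at least half of the control window in the single-dose screen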;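 further: plate controls were DMSO wells with enzyme plus substrate for no effect and substrate without enzyme for full effect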
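Test system – LMPTP-A phosphatase enzyme · Quantity – 0.625 nM LMPTP-A final · Reagent – OMFP substrate, 400 µM final · Dosing – one test concentration per compound, 20 µM, with 3% DMSO overall · Timing – 50 min enzyme reaction at room temperature, protected from light · Detection – fluorescence intensity · Controls – substrate-only low control, DMSO enzyme-plus-substrate high control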
Neddyl block: blocks human cullin neddylation. AID 651699. 0.58% of 360,000 active. P61081+Q13564. TR-FRET cullin neddylation, biochemical. calls only at 25 µM; in the data active means inhibition above about 36%
NRP1-CendR mod: alters CendR peptide binding to human NRP-1; FAM-RPARPAR peptide binding to NRP-1, fluorescence polarization; inhibition, % at 25 µM; 0.85% of 360,000 active; O14786; AID 602438;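 active means inhibition or corrected inhibition above about 18%, plus a signal ratio from 0.5 to 1.5, limit read from the data, passing the limit was not always enough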; further: strong numbers were not always called active
STEP inh: inhibitors of human striatal-enriched phosphatase STEP. P54829. inhibition, % at 20 µM. AID 588621. recombinant STEP, OMFP fluorogenic substrate, fluorescence. 0.25% of 360,000 active;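 active means inhibition at 20 µM, scaled per plate between control wells, above about 37%, limit read from the data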;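 further: 0% = DMSO with enzyme and substrate and 100% = substrate only without enzyme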
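Assay system: isolated STEP enzyme / Timing: 20 min at room temperature, dark / Doses: 20 µM, 1% DMSO / Technique: fluorescence intensity, excitation 480 nm, emission 540 nm / Reagent: fluorogenic phosphatase substrate OMFP at 25 µM final / Measure: percent inhibition scaled to no-enzyme and uninhibited-enzyme controls, plate-pattern corrected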
DNMT1 block: inhibitors of human DNMT1; AID 588458; 0.83% of 360,000 active; DNMT1 molecular beacon, Hinp1I cleavage, fluorescence; inhibition (reported as % activation of signal), % at 10 µM; in the data active means inhibition above about 50%
* marks the source's active call; other numbers are inactive results; i = inactive; / = not tested or not shown; & = joins results of further samples.

smiles,SKN-1 inh,SUMO1-SIM PPI,NadD block,Tb MetRS inh,Scp1 inh,LMPTP inh,Neddyl block,NRP1-CendR mod,STEP inh,DNMT1 block
O=C(Cc1cccs1)N/N=C\c1ccc([N+](=O)[O-])s1,10,12,2,0.7,-13,1.3,i,-11,0,-3
COc1ccc(OCC(=O)Nc2ccccc2C(=O)N2CCCC2)cc1,7,5,-1,0.0,-4,-0.2,i,6,-4,1
C=CCOC(=O)Nc1snnc1C,5,11,2,-0.9,25,-4.4,i,-2,0,0
CC1CCCN(C(=O)c2ccc(NC(=O)CC3SC(N4CCCC4)=NC3=O)cc2)C1 (stereo unspecified),11,-4,4,-0.4,-6,0.6,i,-1,2,0
CCCCNc1c(-c2ccc(SC3CCCCC3)cc2)nc2cnccn12,-6&5,-6&1,9&9,-0.6&-0.6,13,2.1&5.1,i,-31&-26,0,-16
C[C@H](C(=O)NCc1ccccc1)C(=O)c1ccccc1,-22,11,-1,-0.2,4,-1.6,i,-1,-1,-1
O=C1CC(c2ccccc2)N1c1ccccc1 (stereo unspecified),-11,2,-5,-0.7,1,0.5,i,3,2,0
CCOc1ccc(C(=O)NCC(c2cccs2)N2CCOCC2)cc1 (stereo unspecified),5,3,-3,-0.2,-8,-0.6,i,9,2,5
CC(=O)N1CCN(S(=O)(=O)c2ccc3c(c2)OCCO3)CC1,23,-1,0,0.2,-4,-0.8,i,-3,0,1
O=C(NCc1ccc(N2CCCC2=O)cc1)c1cn(CCc2ccccc2)nn1,-3,-2,0,-1.1,-7,-2.0,i,4,-3,4
O=C(OCC(=O)N1CCCCC1)c1ccccc1SCC(=O)N1CCCCC1,-6,1,-4,-0.1,-7,-1.6,i,-4,-2,2
O=c1[nH]c(CSc2nnc(Cc3ccccc3)o2)nc2ccccc12,7,2,6,0.5,-3,-0.9,i,1,-1,1
CN(CCCNC(=O)CN1C(=O)CC(C)(C)S(=O)(=O)c2ccccc21)C1CCCCC1,10,-2,-6,-0.4,-11,-4.6,i,12,-1,-2
COc1ccc(/C(C)=N/N=C2/NC(=O)CC(C(=O)O)S2)cc1 (stereo unspecified),-3,-3,-5,-1.1,30,-0.8,i,2,7,-1
COc1ccc(C2/C(=C(\O)c3cc(C)ccc3C)C(=O)C(=O)N2CCN(C)C)cc1OC (stereo unspecified),-4,-2,-1,-0.4,-5,-4.7,i,-4,2,0

Continuation:
smiles,SKN-1 inh,SUMO1-SIM PPI,NadD block,Tb MetRS inh,Scp1 inh,LMPTP inh,Neddyl block,NRP1-CendR mod,STEP inh,DNMT1 block
C=CCn1c(SC)nnc1-c1cccc([N+](=O)[O-])c1,11,-20,2,-0.7,-5,-1.0,i,8,-1,5
CN1CCC(=NNC(=O)C(=O)NC2CCCC2)CC1,3,-9,-1,-0.3,0,-8.2,i,9,-3,-1
CCC(CC)c1ncc[nH]1,7,-3,-1,-0.2,-7,1.9,i,-1,1,2
Cc1nnc(SCC(=O)N(C)C2CCCCC2)s1,-2,-4,0,-0.7,8,0.3,i,-12,1,1
COc1ccc(N2CCN(C(=O)Cn3nnc(-c4cccs4)n3)CC2)cc1,-8,-3,9,-1.7,-3,0.1,i,-1,2,2
CCN1CCc2c(sc(NC(=O)C3COc4ccccc4O3)c2C(N)=O)C1 (stereo unspecified),13,-3,-2,-0.3,-8,-0.6,i,-5,2,1
CCN(CC)c1ccc(NC(=O)c2ccc(S(=O)(=O)N3CCOCC3)cc2)cc1,6,-2,3,-0.4,0,0.1,i,5,1,-7
COc1ccc(C2/C=C\CN(C(=O)NC(C)C)CC(=O)N2Cc2ccc(F)cc2)cc1 (stereo unspecified),2,-28,3,-0.3,0,1.1,i,4,-1,16
COc1cccc(CNC(=O)CCC2CCCN(Cc3ccc4c(c3)CCO4)C2)c1 (stereo unspecified),2,-1,-4,-0.1,-14,3.0,i,7,5,3
CCCCNCc1cc(OCC)c(OCC(N)=O)cc1Br,-2,1,0,-0.4,-4,-0.9,i,-6,-9,-17
Cc1[nH]c(=O)c(C#N)cc1-c1csc(-c2ccccc2)n1,-6,6,-4,-0.3,9,60*,i,-18,-2,15
CCC(C(=O)NCCCN(CC)Cc1ccccc1)n1nc(C)c2sc3ccccc3c2c1=O (stereo unspecified),-11,-8,-11,-0.1,-4,-1.3,i,-6,-5,-1
COc1ccc(C(=O)c2cnc(/N=C/N(C)C)s2)cc1,-6,-25,2,-1.8,-3,-0.2,i,32*,2,2
CC(C(=O)OCc1nnc(-c2ccccc2)o1)N1C(=O)c2ccccc2C1=O (stereo unspecified),3,-2,0,-0.3,4,0.9,i,-1,-1,-2
CCN(CC)c1ccc(C(=O)OCc2c(C)noc2C)cc1,-5,-3,-6,-0.9,-12,1.0,i,7,-1,2

(more compounds)
smiles,SKN-1 inh,SUMO1-SIM PPI,NadD block,Tb MetRS inh,Scp1 inh,LMPTP inh,Neddyl block,NRP1-CendR mod,STEP inh,DNMT1 block
CCOc1ccccc1-n1c(COc2ccc(C)cc2)nnc1SCC(N)=O,15,0,5,-0.8,0,-1.8,i,-4,-5,-4
COC(=O)c1ccc(NC2c3ncccc3C(=O)N2Cc2cccs2)cc1 (stereo unspecified),11,-2,-2,-1.2,47,-0.8,i,-6,-1,0
COc1ccc(NC2=NCCC2)cc1,-7,-2,21,-0.8,0,0.3,i,4,1,2
Cn1nnnc1SCC(=O)c1c(N)n(C)c(=O)n(C)c1=O,7,2,6,-1.1,-1,-1.1,i,-2,1,1
COc1ccc(S(=O)(=O)N2CCN(CC(=O)Nc3sccc3C(N)=O)CC2)cc1OC,2,-4,3,0.1,0,9.0,i,-10,-1,-7
COc1cccc(CNc2ncn[nH]2)c1OCc1ccccc1F,-9,3,-6,-0.2,-5,-1.6,i,1,4,1
CCOC(=O)c1[nH]ncc1CN1CCCC(C(=O)c2ccc(OC)cc2C)C1 (stereo unspecified),0,0,-3,-0.2,1,-1.4,i,2,-3,-3
COc1ccc(C(=O)OCc2c(F)cccc2Cl)cc1S(=O)(=O)N1CCOCC1,1,1,-14,-0.3,0,0.8,i,8,1,-7
COC(=O)Nc1nnc(Cc2ccc(OC)cc2)s1,-16,2,-2,-0.1,-3,-2.2,i,-2,-4,3
O=C(Nc1cc2nn(-c3ccccc3)nc2cc1Cl)c1ccco1,45*,-7,19,-1.0,-10,13,i,-42,2,75*
OCc1n[nH]c(CO)n1,0,0,-2,0.0,2,-1.1,i,-2,-3,1
O=C(CCCN1C(=O)c2cccc3cccc(c23)C1=O)N1CCN(c2ccccc2O)CC1,9,-10,11,0.0,-4,8.2,i,4,-1,-1
Cc1cccc(N(CC(=O)NC2CCCC2)C(=O)c2cc3cc4cccc(C)c4nc3s2)c1C,8,-2,40*,-0.4,4,3.3,i,-5,2,-4
CCc1ccc(C(=O)COC(=O)CNC(=O)C2CCCCC2)cc1,8,3,5,-0.6,-3,0.1,i,-7,0,2
CC(=O)Nc1c(NC(C)C)c2ccccc2oc1=O,-4,-2,0,-0.9,2,-0.7,i,-4,-3,3

Fetched one by one from the list above (four):
smiles,SKN-1 inh,SUMO1-SIM PPI,NadD block,Tb MetRS inh,Scp1 inh,LMPTP inh,Neddyl block,NRP1-CendR mod,STEP inh,DNMT1 block
O=C(CCCN1C(=O)c2cccc3cccc(c23)C1=O)N1CCN(c2ccccc2O)CC1,9,-10,11,0.0,-4,8.2,i,4,-1,-1
CCOC(=O)c1[nH]ncc1CN1CCCC(C(=O)c2ccc(OC)cc2C)C1 (stereo unspecified),0,0,-3,-0.2,1,-1.4,i,2,-3,-3
CCOc1ccccc1-n1c(COc2ccc(C)cc2)nnc1SCC(N)=O,15,0,5,-0.8,0,-1.8,i,-4,-5,-4
COc1ccc(C(=O)OCc2c(F)cccc2Cl)cc1S(=O)(=O)N1CCOCC1,1,1,-14,-0.3,0,0.8,i,8,1,-7

Other entries:
smiles,SKN-1 inh,SUMO1-SIM PPI,NadD block,Tb MetRS inh,Scp1 inh,LMPTP inh,Neddyl block,NRP1-CendR mod,STEP inh,DNMT1 block
O=C(NC1CCC(Oc2ccc(C(=O)O)cc2)CC1)NC12CC3CC(CC(C3)C1)C2 (stereo unspecified),3,3,6,-0.2,0,-0.9,i,-5,2,-4
CC1(C(=O)Nc2cccc3c2CCCC3)CCN1C(=O)Cc1ccccc1Cl (stereo unspecified),9,2,-7,0.0,/,0.7,i,7,1,-1
CCN(CC)c1ccc(S(=O)(=O)Nc2cc(Cl)ccc2Cl)cc1NC(=S)NC(=O)C1CCCC1,-10,8,31*,-0.2,-5,2.9,i,1,0,-7
O=c1c2ccccc2c(/C=N/c2nnc(Cc3ccccc3)s2)c(O)n1-c1ccc(Cl)cn1,3,-14,48*,-0.4,-8,-0.1,i,-199,1,-12
CC(C)c1ccc(COc2ccc(C(=O)N3CCOCC3)cc2)cc1,-3,3,0,-0.5,-5,0.7,i,-3,0,3
CC(=O)c1ccc(NC(=O)C2C3C=CC(O3)C2C(=O)O)cc1 (stereo unspecified),-11,6,-5,-1.0,6,-0.7,i,0,-1,3
CCOC(=O)C1=C(C)NC(=O)NC1c1ccc(OCCO)c(OC)c1 (stereo unspecified),-24,-2,-8,-0.2,6,-0.8,i,7,-5,1
CCOC(=O)c1c(NC(=O)CCN2C(=O)c3cccc([N+](=O)[O-])c3C2=O)sc(C(=O)OC(C)C)c1C,8,0,14,0.0,-13,-0.6,i,-2,-3,1
CCc1nc2ccc(C(=O)NCCN3CCNC3=O)cn2c1N(C)CCC(C)C,11,2,4,-0.2,/,-1.5,i,3,2,-5
CCOc1ccc(N(C)S(=O)(=O)c2ccc(C)c(C(=O)NCc3ccccc3OC)c2)cc1,-1,0,-4,-0.2,-4,3.5,i,1,4,-6
COCC(C)N=C1NN=C(c2c[nH]c3ccccc23)CS1 (stereo unspecified),-3,-6,3,-1.0,-2,1.3,i,2,-2,-1
Cc1nc(N2CCc3ccccc3C2)[nH]c(=O)c1CCC(C)C,-1,-1,0,-1.8,3,-0.6,i,-4,-2,5
O=C1c2ccccc2C(c2nnnn2-c2ccc3c(c2)OCCO3)N1CCc1ccccc1F (stereo unspecified),7,1,-8,-0.9,/,-0.5,i,17,/,/
CCN(CC)c1ccc2cc(S(=O)(=O)c3ccc(C)cc3)c(=O)oc2c1,-11,-12,-1,0.4,-11,3.1,/,3,-1,-2
COC(=O)c1ccc(NC(=O)NS(=O)(=O)c2ccc(C)cc2)cc1,6,4,2,-0.3,-1,-1.8,i,-8,-2,2
CC(C)(C)n1nnnc1C(c1ccc(F)cc1)N(Cc1ccc(F)cc1)Cc1ccco1 (stereo unspecified),-11,1,7,-0.1,-4,4.4,i,3,4,6
Cc1[nH]c2ccccc2c1C(=O)CSc1n[nH]c(N)n1,-4,1,3,0.6,5,1.5,i,-4,-2,2

Compound activity deposited in PubChem by several laboratories.

Hits appear at their usual frequency; about 4.6% have a hit in one of these screens.
